HKDC1 inhibitor: HKDC1 (human) hexokinase inhibition | inhibition, % at 20 µM | recombinant HKDC1, G6PDH/diaphorase resazurin coupled fluorescence | actives 0.16% (n = 340,000) | AID 493160 | Q2TB90;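 active means inhibition above about 35% when tested at 20 µM, limit read from the data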;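 further: plate controls were DMSO wells with enzyme for no effect and DMSO wells lacking enzyme for full effect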
Target sequence (Q2TB90 whole entry, looked up): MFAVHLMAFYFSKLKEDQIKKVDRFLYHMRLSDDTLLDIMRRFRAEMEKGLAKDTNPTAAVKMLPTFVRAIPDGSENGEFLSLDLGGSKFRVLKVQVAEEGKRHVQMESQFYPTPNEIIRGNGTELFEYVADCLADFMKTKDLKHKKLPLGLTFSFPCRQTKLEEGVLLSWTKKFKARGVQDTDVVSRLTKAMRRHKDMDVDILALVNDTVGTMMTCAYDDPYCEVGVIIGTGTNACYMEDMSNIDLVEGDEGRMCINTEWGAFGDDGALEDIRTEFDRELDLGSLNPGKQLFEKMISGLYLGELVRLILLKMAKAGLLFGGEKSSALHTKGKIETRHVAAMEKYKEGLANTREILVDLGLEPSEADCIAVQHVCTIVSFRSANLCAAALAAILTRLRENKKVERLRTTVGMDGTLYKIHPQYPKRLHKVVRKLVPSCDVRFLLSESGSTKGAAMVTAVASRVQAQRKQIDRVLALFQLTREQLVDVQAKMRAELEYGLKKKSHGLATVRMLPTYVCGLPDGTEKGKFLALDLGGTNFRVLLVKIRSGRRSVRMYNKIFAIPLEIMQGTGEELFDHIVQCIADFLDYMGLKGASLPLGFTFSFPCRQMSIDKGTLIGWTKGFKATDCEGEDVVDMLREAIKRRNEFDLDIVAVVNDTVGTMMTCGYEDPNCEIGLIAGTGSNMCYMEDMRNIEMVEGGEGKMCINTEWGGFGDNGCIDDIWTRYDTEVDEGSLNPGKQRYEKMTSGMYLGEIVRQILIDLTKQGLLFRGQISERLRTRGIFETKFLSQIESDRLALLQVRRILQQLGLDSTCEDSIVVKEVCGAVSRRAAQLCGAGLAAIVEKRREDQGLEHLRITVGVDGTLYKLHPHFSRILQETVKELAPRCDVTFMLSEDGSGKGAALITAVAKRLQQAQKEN
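Test system: recombinant HKDC1 (HK5) hexokinase enzyme, produced in-house / Doses: 20 µM test compound, 1% DMSO / Timing: 90 min, room temperature / Detection: G6PDH/diaphorase-coupled fluorescence, 1 mM NADP, 100 µM resazurin, 525/613 nm / Control set: DMSO wells with and without enzyme mix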
ATG4B inhibitor: inhibitors of human ATG4B cysteine protease. ATG4B cleavage of LC3-PLA2, NBD-HPC fluorescence, 1 h. inhibition, % at 8.33 µM. actives 0.51% (n = 340,000). AID 504462; in the data active means inhibition above about 40%
APOBEC3A inh: inhibitors of human APOBEC3A DNA deaminase | P31941 | recombinant A3A, FAM/TAMRA ssDNA deamination fluorescence | inhibition, % at 20 µM | actives 0.41% (n = 330,000) | AID 493011;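 active means at least 40% inhibition at 20 µM here, with at most 30% in a related deaminase screen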;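 further: plate controls were A3A with DMSO for no effect and wells lacking A3A enzyme for full effect; some results filed as inactive read as strong as hits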
hIAP activ: increases human intestinal alkaline phosphatase activity | AID 2524 | purified human IAP, CDP-Star luminescence, 30 min; active compounds read high; 1 = vehicle-only enzyme, 0 = enzyme-free background | activation factor at 10 µM | actives 0.16% (n = 330,000);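 active means activation factor of the enzyme at least 2-fold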; further: the source names both 10 and 20 µM as test concentration; values of inactives mirror those of a sister screen read the other way
hIAP inh: blocks human intestinal alkaline phosphatase; P09923; purified IAP, CDP-Star luminescence, 30 min; inhibition, % at 10 µM; actives 0.12% (n = 330,000);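 active means inhibition reaching a set limit with compound at 10 µM in the primary screen, cut at about 35% in these data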;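 further: plate controls were DMSO wells with enzyme for no effect and no-enzyme buffer wells for full effect; values of inactives mirror those of a sister screen read the other way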
mIAP block: mouse IAP inhibition. purified mouse IAP, CDP-Star luminescence, 30 min. actives 0.2% (n = 330,000). inhibition, % at 10 µM;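 active means inhibition of at least 40% at 10 µM in the primary screen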;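 further: plate controls were DMSO with enzyme for no effect and no enzyme wells for full effect; values of inactives mirror those of a sister screen read the other way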
mIAP activ: increases mouse intestinal alkaline phosphatase activity. actives 0.24% (n = 330,000). muIAP, CDP-Star luminescence, 30 min; active compounds read high; 1 = vehicle-only enzyme signal, 0 = enzyme-free wells. activation factor at 10 µM;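 active means activation factor of at least 2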; further: the source names both 10 and 20 µM as test concentration; values of inactives mirror those of a sister screen read the other way
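System: Mouse IAP enzyme | Also added: CDP-Star substrate | Dosing: Compounds dispensed in DMSO | Schedule: 30 min enzyme-substrate-compound incubation at room temperature | Technique: Chemiluminescence readout | Control set: DMSO-only wells and no-enzyme negative control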
PfG6PD inh: PfG6PD (Plasmodium falciparum) enzyme inhibition. PfGluPho enzyme, NADPH resazurin-diaphorase fluorescence. inhibition, % at 20 µM. actives 0.78% (n = 350,000). AID 504690;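 active means inhibition reaching at least a set limit at 20 µM in the primary screen, cut at about 59% in these data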;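 further: 0% = DMSO wells with substrate and 100% = DMSO wells lacking glucose-6-phosphate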
* marks the source's active call; other numbers are inactive results.

#	HKDC1 inhibitor	ATG4B inhibitor	mol	APOBEC3A inh	hIAP activ	hIAP inh	mIAP block	mIAP activ	PfG6PD inh
1	0	2	CC1CC(C)CN(CCCNC(=O)c2ccc(N3CCCC3=O)cc2)C1 (stereo not given)	-1	1	-4	-2	1	-12
2	-8	0	COc1ccc(Cn2cnc([N+](=O)[O-])c2)cc1[N+](=O)[O-]	-3	1.2	-18	-1	1	3
3	-8	7	CC(C)(C)C1=Nn2c(nnc2-c2ccccn2)SC1	-5	0.93	7	16	0.84	55
4	-5	6	C(=C\c1ccccc1)/C=N/Nc1nc2ccccc2s1	-2	1.1	-12	7	0.93	24
5	5	-4	CC(=O)Nc1ccc(S(=O)(=O)Nc2ccc(C(=O)NCC(=O)O)cc2)cc1	3	1	0	7	0.93	6
6	-8	-3	Cc1ccc(NC(=O)NCCc2ccc(S(N)(=O)=O)cc2)cc1	-3	1.2	-20	-14	1.1	-11
7	-15	-4	COc1cc(OC)cc(C(=O)N[C@H](C(=O)OCC(=O)Nc2ccc(C(N)=O)cc2)C(C)C)c1	-4	0.91	9	4	0.96	3
8	1	-6	Cc1ccc(CNC(=O)C(N=C2NS(=O)(=O)c3ccccc32)C(C)C)cc1 (stereo not given)	6	1.1	-13	-15	1.2	2
9	-4	-10	O=C(Nc1ccccc1F)c1cc2nc(C(F)F)cc(C(F)F)n2n1	-1	1	-4	8	0.92	0
10	-5	-1	CS(=O)(=O)N(Cc1cccc(CN(C(C(=O)O)c2ccccc2)S(C)(=O)=O)c1)C(C(=O)O)c1ccccc1 (stereo not given)	-3	1	-3	-4	1	10
11	1	4	COc1ccccc1-c1nc2ccc(Cl)cc2c(=O)n1O	0	1.1	-14	-2	1	1
12	17	0	O=C(COC(=O)CC1c2ccccc2CCN1S(=O)(=O)c1ccc(F)cc1)Nc1ccccc1 (stereo not given)	-2	1.1	-7	-15	1.2	3
13	7	-19	COc1ccc(NS(=O)(=O)c2ccc(C(=O)NCC3(N4CCOCC4)CCCCC3)cc2)cc1	2	1.1	-10	-9	1.1	-9
14	1	-7	COc1cccc(NC(=O)C2CC2(c2cccc(OC)c2)c2cccc(OC)c2)c1 (stereo not given)	3	0.94	6	-123	2.2*	111*
15	2	-5	CCCCCC(=O)NC(=S)Nc1ccc(NC(=O)c2ccco2)cc1	0	0.98	2	-8	1.1	10
16	-12	-8	C=CCNC(=O)/C(=C\C=C\c1ccccc1)NC(=O)c1ccccc1Cl	-1	1	-3	-6	1.1	0
17	0	-9	Cc1ccc(S(=O)(=O)NCC2CCC(C(=O)NCc3ccccn3)CC2)cc1 (stereo not given)	2	1.1	-13	1	0.99	7
18	-44	-17	Cc1ccc(SSc2cc(C)ccc2N)c(N)c1	2	1	-2	4	0.96	64*
19	2	-1	CCOCc1c(C(=O)Nc2ccc3nc(N4CCOCC4)sc3c2)oc2ccccc12	3	0.75	25	4	0.96	32
20	4	-6	Cc1noc(C)c1C(=O)OCC(=O)Nc1cccc(S(=O)(=O)N(C)C)c1	-1	0.96	4	7	0.93	-1
21	9	18	O=Cc1cccc(OC(=O)/C=C/c2ccco2)c1	98	0.96	4	49*	0.51	16
22	1	-1	C=C1CCN([C@@H](CC(C)C)C(=O)NCc2ccc(Cl)cc2)S(=O)(=O)c2ccccc21	-3	0.88	12	46*	0.54	21
23	-7	-1	CCCc1nc2scc(-c3ccccc3)c2c(=O)n1N	2	1	-4	10	0.9	-11
24	-5	-1	COc1ccccc1NC(=O)N1CCN(c2ccc3nncn3n2)CC1	-3	0.9	10	-8	1.1	18
25	-5	-1	CC(=O)Nc1nc(CC(C)C)cc2c1c(=O)oc1ccccc12	-6	0.99	1	-2	1	-5
26	-4	0	COc1ccccc1N1CCN(S(=O)(=O)/C=C/c2ccccc2)CC1	0	1	-1	2	0.98	-12
27	6	5	O=C1c2ccccc2C(=O)c2c1cccc2N1CCN(Cc2ccccc2)CC1	-4	1.1	-6	9	0.91	13
28	2	-4	O=S(=O)(c1ccc(Cl)cc1)N1CCCC(C(F)(F)F)C1 (stereo not given)	4	0.93	7	2	0.97	1
29	-5	2	COc1ccccc1C(=O)NC(=S)Nc1ccc(Cc2ccncc2)cc1	1	0.99	1	-2	1	31
30	-14	-8	COc1cc(NC(=S)NC(C)(C)C)c(OC)cc1Cl	1	1.2	-16	-7	1.1	20
31	5	-7	CCOC(=O)N1CCC(N2C(=O)c3ccccc3C2Nc2cc(Cl)c(OC)cc2OC)CC1 (stereo not given)	-5	0.92	8	-1	1	27
32	-8	-7	CC1SCC(=O)N(CC(=O)Nc2ccc3c(c2)OCO3)C1=O (stereo not given)	-1	0.9	10	2	0.98	-2
33	-3	4	CC(=O)c1cccc(NC(=S)NC(=O)c2ccccc2C)c1	0	0.94	6	1	0.99	5
34	-9	5	Cc1cc(C)n(-c2nc3ccccc3nc2N2CCN(C(=O)c3ccc(F)cc3)CC2)n1	5	1	-3	0	1	-1
35	-5	-3	O=C(CSc1nnc(-c2ccc(O)cc2)o1)Nc1ccccc1Br	-4	0.99	1	10	0.9	1
36	-11	-1	O=C(O)c1ccc(N2CC3CC(C2)c2cccc(=O)n2C3)c(NC(=S)Nc2ccc(Cl)cc2Cl)c1 (stereo not given)	-11	1.2	-17	7	0.93	59*
37	3	-9	COc1ccc(/C=N/N2C(=O)CN(C(=O)c3ccccc3)C2c2ccc(OC)cc2)cc1 (stereo not given)	-8	1.1	-9	4	0.96	2
38	0	-5	Cc1nn(-c2ccccc2)c(C)c1/C=N\N1CCN(c2ccc(Cl)cc2)CC1	-9	1.1	-15	-1	1	23
39	-7	-4	COc1ccc(Cl)cc1NC(=O)C12CCC(C)(C(=O)O1)C2(C)C (stereo not given)	3	0.86	14	1	0.99	5
40	3	11	N#CC1=C(SCC(=O)NC2CCCCC2)NC(=O)CC1c1ccco1 (stereo not given)	-3	1	-2	5	0.95	-11
41	-7	1	S=C(c1c[nH]c2ccccc12)N1CCOCC1	-6	0.84	16	10	0.9	32
42	1	3	Clc1ccc(C2=C3CCCCn4c(-c5ccccc5)c[n+](c43)C2)cc1	0	1	0	10	0.9	19
43	-7	-7	Cc1occc1C(=O)NNC(=O)c1nn(C)c(=O)c2ccccc12	-5	1.3	-26	13	0.87	5
44	-9	-2	CC1Cc2cc(/C(O)=C3/C(=O)C(=O)N(CCCn4ccnc4)C3c3ccncc3)ccc2O1 (stereo not given)	-2	0.84	16	6	0.94	-2
45	-2	6	Cc1ccc(S(=O)(=O)c2nc(-c3ccco3)oc2N2CCC(C)CC2)cc1	-3	1.1	-9	1	0.99	2
46	0	5	CC1CCN(Cc2c(C(=O)N/N=C/c3cccc(C(F)(F)F)c3)nnn2-c2nonc2N)CC1	4	1	0	6	0.94	10
47	-1	-10	CCN(c1ccccc1)S(=O)(=O)c1cc(C(=O)Nc2cccc(Cl)c2)ccc1F	0	0.89	11	17	0.83	16
48	4	16	CCCCCCCCn1cnc2c(N)c(C)c(C)cc21	1	1.1	-9	13	0.87	41
49	-4	0	CCNc1nc(NCC)n2c(SCc3nc4ccccc4c(=O)[nH]3)nnc2n1	-4	1.1	-8	1	0.99	-9
50	-3	-17	O=C(c1cc2c(s1)CCC2)N1C(=O)c2ccccc2S1(=O)=O	0	0.95	5	0	1	-12

Next section.
#	HKDC1 inhibitor	ATG4B inhibitor	mol	APOBEC3A inh	hIAP activ	hIAP inh	mIAP block	mIAP activ	PfG6PD inh
51	3	-4	Cc1ccc(NC(=O)C(C)OC(=O)c2ccc(NC(=O)CC#N)cc2)cc1S(=O)(=O)N1CCOCC1 (stereo not given)	2	0.88	12	6	0.94	-6
52	-2	-10	COC(=O)c1cc(C(=O)NCCC(C)C)cc([N+](=O)[O-])c1	-1	1.4	-43	5	0.95	6
53	-3	30	Cc1ccn2cc(CCNC(=O)C3CC=CCC3C(=O)O)nc2c1 (stereo not given)	-2	0.9	10	-4	1	8
54	0	-1	CCOc1ccccc1NC(=O)CCn1ccnc1	-3	0.87	13	0	1	-1
55	0	4	CC1CCN(S(=O)(=O)c2ccc3ncn(CC(=O)N4CCN(C)CC4)c(=O)c3c2)CC1	-3	1.1	-9	4	0.96	-19
56	-4	-15	COc1ccccc1-c1noc(-c2ccccc2C(=O)Nc2ccccc2)n1	-1	1.2	-17	3	0.97	5
57	6	0	CCOC(=O)Cc1[nH]nc2c1C(c1cc(OC)ccc1OC)C(C#N)=C(N)O2 (stereo not given)	9	1.1	-11	3	0.97	-5
58	-3	5	Clc1ccc(CSc2nnc([C@@H]3CCCN3)o2)cc1Cl	-2	0.86	14	-6	1.1	-1
59	9	33	COc1ccc(C(=O)Nc2ccccc2-c2ccccc2)cc1Cl	-4	1.3	-29	0	1	-13
60	-3	-1	CCOc1ccc(OCC(=O)OC(C)C(=O)NC2CCCC2)cc1 (stereo not given)	-4	0.89	11	3	0.97	-12
61	-11	-5	O=C(NCc1cccs1)C(=O)NCC1OCCCN1S(=O)(=O)c1ccc(F)cc1 (stereo not given)	7	1.1	-8	-8	1.1	21
62	8	-4	Cn1cc(/C=N/n2cnc3sc4c(c3c2=O)CCCC4)c2ccccc21	-2	0.94	6	-2	1	13

Source: PubChem BioAssay (Sanford-Burnham Center for Chemical Genomics)
